Compound activity deposited in PubChem by several laboratories.
CHRM4 agonist = agonists of human muscarinic M4 receptor (CHRM4); P08173; CHO-K1 hM4/Gqi5, Fluo-8 calcium fluorescence; vehicle 0%, full acetylcholine response 100%; activation, % at 3 µM; 360,000 compounds, 0.14% hits; AID 624127;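 active = activation above the run mean over all test wells plus 3 SD, cut at about 32% in these data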;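 note: peak over basal fluorescence ratio per well then scaled between controls; 0% = DMSO wells and 100% = acetylcholine at EC100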
Target sequence (P08173 whole entry, looked up): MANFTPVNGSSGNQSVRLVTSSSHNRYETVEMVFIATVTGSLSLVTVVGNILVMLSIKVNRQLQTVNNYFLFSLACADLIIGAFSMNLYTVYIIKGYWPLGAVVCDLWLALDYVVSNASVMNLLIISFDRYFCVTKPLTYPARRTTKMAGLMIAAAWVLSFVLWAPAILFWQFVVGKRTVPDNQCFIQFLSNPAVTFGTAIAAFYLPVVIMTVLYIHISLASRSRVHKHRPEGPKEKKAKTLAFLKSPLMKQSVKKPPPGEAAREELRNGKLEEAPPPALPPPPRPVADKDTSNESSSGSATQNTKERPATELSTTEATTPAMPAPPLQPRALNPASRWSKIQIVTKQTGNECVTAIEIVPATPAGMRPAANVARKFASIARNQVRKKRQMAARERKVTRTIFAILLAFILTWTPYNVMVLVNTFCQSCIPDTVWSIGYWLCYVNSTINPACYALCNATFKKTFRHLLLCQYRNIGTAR
M1 PAM = potentiates human M1 receptor response to acetylcholine; P11229; CHO-K1 hM1, Fluo-8 calcium fluorescence, ACh EC20; 0% = ACh EC20, 100% = maximal ACh; activation, % at 3 µM; 360,000 compounds, 0.088% hits; AID 588819; in the data active = activation above about 19%, passing the limit was not always enough
Target sequence (P11229 whole entry, looked up): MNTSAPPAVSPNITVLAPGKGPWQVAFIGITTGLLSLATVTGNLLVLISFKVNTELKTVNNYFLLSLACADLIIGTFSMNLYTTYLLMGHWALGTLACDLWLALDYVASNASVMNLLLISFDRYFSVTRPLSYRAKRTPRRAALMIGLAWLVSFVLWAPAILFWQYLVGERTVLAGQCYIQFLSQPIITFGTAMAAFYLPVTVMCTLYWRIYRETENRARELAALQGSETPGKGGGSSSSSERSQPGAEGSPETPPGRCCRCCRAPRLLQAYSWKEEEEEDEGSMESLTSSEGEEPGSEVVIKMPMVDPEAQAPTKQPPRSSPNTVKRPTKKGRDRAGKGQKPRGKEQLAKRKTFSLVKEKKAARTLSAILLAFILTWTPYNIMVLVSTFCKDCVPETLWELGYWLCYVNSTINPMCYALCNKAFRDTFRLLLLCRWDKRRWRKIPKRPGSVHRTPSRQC
CHRM5 antagonist = blocks acetylcholine activation of human M5 receptor; P08912; CHO-hM5 cells, Fluo-8 calcium fluorescence, ACh EC80; inhibition, % at 3 µM; 360,000 compounds, 0.59% hits;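 active = inhibition above a per-plate cutoff, the mean of that plate's test compounds plus 3 SD, cut at about 27% in these data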;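 note: 0% = acetylcholine EC80 with DMSO and 100% = DMSO without agonist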
CRFR2-BP ag = agonists of human CRF-binding protein/CRF-R2 receptor complex; HEK293 CRF-R2/CRF-BP, calcium dye fluorescence (FLIPR); percent of saturating CRF peptide response; activation, % at 13.2 µM; 350,000 compounds, 0.46% hits;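 active = activation of at least 50%, plus an integration ratio under a set limit after plate pattern correction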;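 note: plate controls were neutral control wells without compound for no effect and CRF at EC100 for full effect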
M4 PAM = CHRM4 positive allosteric modulation; P08173; CHO-K1 hM4/Gqi5, Fluo-8 calcium fluorescence, ACh EC20; 0% = ACh EC20, 100% = maximal ACh; activation, % at 3 µM; 360,000 compounds, 0.4% hits;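 active = activation above its plate's cutoff, the mean activation of sample wells plus 3 SD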; note: some results filed as inactive read as strong as hits
CHRM4 antagonist = antagonists of human muscarinic M4 receptor (CHRM4) | 360,000 compounds, 0.73% hits | CHO-hM4 cells, ACh EC80, Fluo-8 calcium fluorescence | inhibition, % at 3 µM | AID 624125 | P08173;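 active = inhibition above its plate's cutoff, the mean inhibition of sample wells plus 3 SD, cut at about 27% in these data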;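 note: 0% = acetylcholine EC80 with DMSO and 100% = DMSO without agonist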
CRFBP-R2 block = antagonists of CRF-binding protein/CRF-R2 receptor complex | HEK293 CRF-R2/CRF-BP, CRF-induced calcium fluorescence | inhibition, % at 11.8 µM | 350,000 compounds, 0.59% hits | AID 588475;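 active = inhibition of the ligand-induced calcium signal above about 50% at the single tested concentration, limit read from the data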
M5 ag = agonists of human muscarinic M5 receptor (CHRM5); P08912; CHO-K1 hM5 cells, Fluo-8 calcium fluorescence; 0% DMSO wells, 100% maximal acetylcholine response; activation, % at 3 µM; 360,000 compounds, 0.19% hits; AID 624037;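 active = activation above the run's mean over test compounds plus 3 SD, cut at about 23% in these data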;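 note: signal is peak over basal fluorescence ratio across the kinetic read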
M5 PAM = potentiates acetylcholine response at human M5 receptor. CHO-K1 hM5, Fluo-8 calcium, ACh EC20 PAM; 0% = ACh EC20, 100% = ACh EC100. activation, % at 3 µM. 360,000 compounds, 0.3% hits;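 active = activation above the run cutoff, the mean activation of all test compounds plus 3 SD, cut at about 18% in these data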
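Replicates: One well per compound, no replicates | System: Human M5 receptor in CHO-K1 cells | Benchmarks: Low control EC20 acetylcholine (0%), high control EC100 acetylcholine (100%) | Probe or stimulus: Acetylcholine, EC20 level | Times: Fluo-8 loading 80 min at 37 °C plus 30 min room temperature | Signal: Intracellular calcium via Fluo-8 fluorescence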
* hit, by the source's call; nt = not tested or not shown.

SMILES	CHRM4 agonist	M1 PAM	CHRM5 antagonist	CRFR2-BP ag	M4 PAM	CHRM4 antagonist	CRFBP-R2 block	M5 ag	M5 PAM
O=c1c2ccccc2[nH]c(=S)n1CCN1CCc2ccccc2C1	1	10	0	17	-1	-6	-9	-2	0
COc1ccc(CNC(=O)c2ccc(NC(=O)CC3SC(N4CCCCC4)=NC3=O)cc2)cc1 (stereo not drawn)	0	1	9	0.2	4	2	9	-2	1
Brc1cccc(Nc2nc(-c3cccnc3)cs2)c1	-2	1	18	-1.2	-3	2	-26	-11	-5
Cc1ccc(CNC(=O)c2ccccc2NC(=O)CN2CCN(C)CC2)cc1	3	12	6	1.5	-16	9	-1	-4	0
O=C(Cc1csc(-c2ccccc2)n1)NCc1cccs1	1	-3	-2	-1.5	-1	-9	-8	-3	5
COc1cc(N(C)C)c([N+](=O)[O-])cc1C(=O)N1CCN(Cc2ccccc2)CC1	2	8	4	-1.3	-1	-9	-6	-4	-4
Cc1cc(C)cc(C(=O)N2CCCCC2)c1	1	3	0	-4.4	1	-5	-9	0	10
Cc1ccc(CCNC(=O)c2cc(S(=O)(=O)N3CCOCC3)cn2C)cc1	14	5	3	18	-1	-6	-22	4	-8
O=C(NCCCN1CCOCC1)c1cc(-c2cccs2)on1	1	3	14	-0.5	16	-9	8	-1	0
S=c1[nH]c2cc3ccccc3cc2[nH]1	0	2	3	1.7	4	3	-2	0	0
CCCOc1ccc(C2(C(=O)O)CCCC2)cc1	0	9	-4	0.1	2	2	3	-2	2
O=C(c1cccc(-c2ccc(O)cc2)c1)N1CCOCC1	2	6	-10	0.0	5	-9	4	-5	1
CC1=C(C(=O)N(C(C)C)C(C)C)CC(CC(=O)NCCc2ccccn2)C(=O)N1Cc1ccc(F)cc1 (stereo not drawn)	0	12	4	nt	10	-11	nt	-1	0
CC[n+]1ccc(/C=C2\Sc3ccccc3N2CCCS(=O)(=O)[O-])c2ccccc21	1	5	0	-0.1	11	-7	16	-1	-8
Cc1cccc(OCC2=N/C(=C\N(C)C)C(=O)O2)c1	0	8	-5	-2.9	3	-16	11	0	1
COc1ccc(CN2CCC(n3nccc3NC(=O)CCOc3ccccc3)CC2)cc1C	3	4	-4	0.2	-7	3	-11	-3	4
CCCOC(=O)c1ccc(NC(=O)CCOc2ccccc2)cc1	0	2	2	1.6	-7	-1	-2	-1	-3
Cc1cc(C(=O)Nc2cccnc2Cl)on1	1	12	-5	0.0	13	-3	13	2	3
CCCCN(C)S(=O)(=O)c1ccc(C(=O)Nc2nnc(CSC)o2)cc1	-1	0	3	-0.4	-3	6	-2	5	-4
CCOC(=O)c1c(N)c2cc([N+](=O)[O-])ccc2n1C	2	4	-10	-0.3	5	-16	-7	6	5
O=C(Nc1ccc(N2CCCCC2)cc1)c1ccccn1	1	-9	17	-0.1	-5	8	9	-2	-7
CCNS(=O)(=O)c1ccc(OC)c(C(=O)NC2CCCCC2)c1	2	8	2	0.3	5	4	-5	-2	3
Cc1ccc(S(=O)(=O)CCc2nnc(NC(=O)c3ccccn3)s2)cc1	-1	0	2	-2.1	-6	-1	-12	-1	0
O=C(O)c1c[nH]c(=O)c2ccccc12	1	10	14	-1.1	10	-7	-7	-3	-7
COC(=O)c1cc(-c2c(C)oc3cc(O)ccc3c2=O)c(C)o1	0	7	-1	-1.0	12	-7	8	1	0
CCOC(=O)N1CCN(CCC(=O)Nc2cccc(C)c2)CC1	1	3	-13	0.0	-2	-8	4	3	-3
C=C(C)C1CC=C(C)/C(=N\NC(=S)Nc2ccc(C)cc2)C1 (stereo not drawn)	-1	-2	-6	4.6	-3	-3	-24	-3	0
CCN1CCCC1CNC(=O)c1c(O)c2c([nH]c1=O)CCCC2 (stereo not drawn)	1	-1	10	0.6	-9	10	-34	-7	-13
CCN(CC)S(=O)(=O)c1cc(NC(=O)CSc2n[nH]c(N)n2)ccc1C	0	11	-9	-0.4	1	-23	2	-6	10
O=C(CCc1c[nH]c2ccccc12)N1CCCC1	1	4	-3	0.8	2	4	4	-1	2

Single entries from the results shown:
O=C(c1cccc(-c2ccc(O)cc2)c1)N1CCOCC1 @ CHRM4 agonist: 2
CCOC(=O)c1c(N)c2cc([N+](=O)[O-])ccc2n1C @ CRFR2-BP ag: -0.3

Further structures
SMILES	CHRM4 agonist	M1 PAM	CHRM5 antagonist	CRFR2-BP ag	M4 PAM	CHRM4 antagonist	CRFBP-R2 block	M5 ag	M5 PAM
Cc1ccc2c(NC(=O)c3ccco3)cccc2n1	1	9	-4	0.4	8	-5	1	3	2
O=c1oc2cc(OCc3ccc(C(F)(F)F)cc3)ccc2cc1-c1ccccn1	1	10	-1	0.5	1	-2	10	-1	-1
C=CC[C@@H](Cc1ccc(F)cc1)C(=O)OC[C@@H]1CCCN1C(=O)[C@@H](CC=C)CC(=O)N(CCO)Cc1ccccc1	5	-11	6	2.5	-7	14	50	-1	-4
CCC(c1nnnn1CCOC)N1CCN(C(=O)c2ccco2)CC1 (stereo not drawn)	1	9	2	-0.8	6	1	8	1	1
c1cncc(-c2nnc3n2CCC3)c1	0	9	2	-0.8	11	-2	21	0	1
CN(C)CCCCOc1ccccc1-c1ccccc1	4	-20	9	17	-12	23	-32	-7	-12
CCOc1ncccc1C(=O)OCC(=O)c1ccc[nH]1	3	4	-7	0.9	0	2	4	-8	2
CCOC(=O)c1c(-c2ccccc2)csc1NC(=O)c1cc(S(=O)(=O)N2CCOCC2)ccc1C	2	-4	-15	0.1	-5	-7	-5	-2	-3
Cc1ccc(C(=O)NC(NC(=O)c2ccc(C)cc2)C(Cl)Cl)cc1	3	-6	-4	-1.0	-3	4	11	1	4
Cc1onc(-c2ccccc2)c1-c1nc2ccccc2c(=O)o1	-1	4	2	2.8	-5	5	-9	-4	3
Cc1ccc(-c2c(C#N)c(N)nc3c2CCCCC3)cc1	2	5	2	0.3	0	1	1	2	-1
Cc1ccc2c(c1)C(c1ccccc1)N(C(=O)c1ccc(Br)o1)CC(=O)N2 (stereo not drawn)	4	3	6	3.7	-10	-6	-83	2	-14
CCCCCCCCSC1=CC(=O)C(OC)=C(OC)C1=O	4	18	23	3.4	5	-2	-38	9	8
Cc1ccc(S(=O)(=O)NCCC(=O)NNC(=O)COc2ccccc2Cl)cc1C	1	8	9	-2.6	5	-5	2	-2	-5
COc1cc(CC(=O)Nc2nc(C)cs2)cc(OC)c1OC	3	1	11	-0.2	-1	-3	-17	7	-3

Two entries picked at random from the list so far, as already listed:
SMILES	CHRM4 agonist	M1 PAM	CHRM5 antagonist	CRFR2-BP ag	M4 PAM	CHRM4 antagonist	CRFBP-R2 block	M5 ag	M5 PAM
Cc1ccc(S(=O)(=O)NCCC(=O)NNC(=O)COc2ccccc2Cl)cc1C	1	8	9	-2.6	5	-5	2	-2	-5
CCCCCCCCSC1=CC(=O)C(OC)=C(OC)C1=O	4	18	23	3.4	5	-2	-38	9	8

Exported with values ahead of the structure: 2 of the compounds above
CHRM4 agonist | M1 PAM | CHRM5 antagonist | CRFR2-BP ag | M4 PAM | CHRM4 antagonist | CRFBP-R2 block | M5 ag | M5 PAM | Molecule
1 | 10 | 14 | -1.1 | 10 | -7 | -7 | -3 | -7 | O=C(O)c1c[nH]c(=O)c2ccccc12
0 | 7 | -1 | -1.0 | 12 | -7 | 8 | 1 | 0 | COC(=O)c1cc(-c2c(C)oc3cc(O)ccc3c2=O)c(C)o1

An excerpt from above in order of number of heavy atoms, descending:
SMILES	CHRM4 agonist	M1 PAM	CHRM5 antagonist	CRFR2-BP ag	M4 PAM	CHRM4 antagonist	CRFBP-R2 block	M5 ag	M5 PAM
CCOC(=O)c1c(-c2ccccc2)csc1NC(=O)c1cc(S(=O)(=O)N2CCOCC2)ccc1C	2	-4	-15	0.1	-5	-7	-5	-2	-3
Cc1ccc(S(=O)(=O)NCCC(=O)NNC(=O)COc2ccccc2Cl)cc1C	1	8	9	-2.6	5	-5	2	-2	-5
Cc1onc(-c2ccccc2)c1-c1nc2ccccc2c(=O)o1	-1	4	2	2.8	-5	5	-9	-4	3
COc1cc(CC(=O)Nc2nc(C)cs2)cc(OC)c1OC	3	1	11	-0.2	-1	-3	-17	7	-3
CCOc1ncccc1C(=O)OCC(=O)c1ccc[nH]1	3	4	-7	0.9	0	2	4	-8	2

Following part:
SMILES	CHRM4 agonist	M1 PAM	CHRM5 antagonist	CRFR2-BP ag	M4 PAM	CHRM4 antagonist	CRFBP-R2 block	M5 ag	M5 PAM
CN(C(=O)c1ccncc1)C1CC(C)(C)N(O)C(C)(C)C1	0	3	1	-1.0	-1	-10	0	-3	-1
CC(=O)Nc1ccc2c(c1)C(=O)c1ccccc1C2=O	1	3	-10	-3.6	5	-7	-20	2	5
CC(=O)N1Cc2cc(N)ccc2Oc2ccccc21	1	1	22	-0.7	8	-12	17	-3	-9
Cc1ccccc1-c1noc(-c2ccccc2C(=O)O)n1	0	7	-1	0.1	-6	-5	12	1	11
COc1ccccc1CC(Cc1nc2ccccc2[nH]1)c1nc2ccccc2[nH]1 (stereo not drawn)	6	-12	6	-0.2	-6	2	-49	-7	-9
O=C(O)c1cccc(-n2nnnc2SCc2ccccn2)c1	0	6	-6	0.8	12	1	-1	-6	12
COc1ccc(C(=O)NCCC2=CCCCC2)cc1OC1CCN(C(C)C)CC1	-1	-18	10	0.9	-12	14	-9	-10	-7
COc1ccc(-c2csc(NC(=O)c3cc(-c4cccs4)nc4ccccc34)n2)c(OC)c1	1	1	19	-1.0	-5	0	22	-1	-12
CCOc1ccccc1N1CC(C(=O)NCCc2ccc(S(N)(=O)=O)cc2)CC1=O (stereo not drawn)	-1	-1	-2	0.2	-5	8	-20	1	-3
Cc1ccc(-n2ncc3c(N4CCCC4)ncnc32)c(C)c1	0	4	6	-0.7	11	-1	20	2	1
CCN(CC(=O)N1CCN(Cc2ccccc2)CC1)S(=O)(=O)c1ccc(C)cc1	5	0	6	0.2	-8	9	-31	-2	-6
Cc1noc(C)c1C(=O)NCc1ccccc1Br	2	13	6	10	7	-5	10	-3	-1
Cc1cccc(C)c1-n1cccc1/C=C1/C(=N)N2C(=NC1=O)SN=C2S(C)(=O)=O	-1	-8	19	-0.7	-11	8	59*	-10	-18
O=C(NCc1ccccc1C(F)(F)F)c1cccc2c1C(=O)c1ccc(N3CCC(N4CCCCC4)CC3)cc1S2(=O)=O	22	-28	19	35	-14	20	-19	5	-13
COc1ccc(CC(=O)Nc2cc(S(=O)(=O)N3CCOCC3)ccc2N2CCCC2)cc1OC	0	5	12	-4.6	1	8	10	-2	-3
